Pf Dd2 growth = qHTS Primary assay for Inhibitors of Plasmodium falciparum Dd2 growth in vitro; P. falciparum Dd2 growth, SYBR Green, 72 h; Potency, µM (series often up to 28.9 µM), inactives show at the highest dose activity, negative = inhibition, most hits filed as inhibitors; actives 4.3% (n = 120,000); AID 1347417, 2020; active means well fitted inhibition curve with a large enough effect; inconclusive means small, poorly fitted or top-dose-only effect; inactive means no such curve, though single readings can be large or run the other way;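 further: plate controls were DMSO vehicle for no effect and reference drug for full effect; nearly all actives have a fitted effect of over 65% in size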
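Readout: SYBR Green fluorescence, 485 nm excitation, 535 nm emission, after ~16 h lysis at 37C. Before that, Dd2-infected red cells (2.5% hematocrit) grew 72 h with compound, 29 uM top final concentration.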
An asterisk follows results filed as active; i = inactive; ? = inconclusive; [ ] = dose if it differs, or a comment. Potency means the concentration at half of the fitted maximal effect. This is a subset, so the mix of outcomes need not match the whole.

Sample of the layout, two compounds:
smiles | Pf Dd2 growth
Cc1noc(C)c1[S+](=O)([O-])N1CCC(N2CCOCC2=O)CC1 | -7%
COCCNc1cc(-c2ccc(Cl)cc2)nc2c(C)noc12 | ?

Results, from the first entry:
smiles | Pf Dd2 growth
Cc1noc(C)c1[S+](=O)([O-])N1CCC(N2CCOCC2=O)CC1 | -7%
COCCNc1cc(-c2ccc(Cl)cc2)nc2c(C)noc12 | ?
Cc1cc(S(=O)(=O)N(C)CC2CCOCC2)ccc1Cl | ?
Cc1nn(CCCC(=O)NCc2ccccc2)c(=O)c2nn(-c3ccccc3)c(C)c12 | 7%
COCc1ncc(C)n1CC1CCN(C(=O)CCc2ccc(OC)cc2)CC1 | ?
CCOc1ccc(-c2cc3c(=O)n(CCNC(=O)c4ccc(OC)cc4C)ccn3n2)cc1 | ?
COC(=O)c1nnn(CC(=O)Nc2cc(F)ccc2F)c1C(=O)OC | 89%[activator][5.79 µM]
CCOCC(=O)N1CCC(N2CC3CC(C2)[C@H]2CCCC(=O)N2C3)CC1 (stereo not given in full) | 4%
CCC1(O)CCC12CCN(C(=O)Cc1ccccc1)CC2 (stereo not given) | -19%
CN1CCC(C(=O)N[C@@H]2CN(c3ncccn3)C[C@H]2CO)CC1 | 40%
CC(=O)N(C1CC1)C1CCOC2(CCN(C(=O)CCc3nc4ccccc4s3)CC2)C1 (stereo not given) | -21%
CCn1ccc(C(=O)N2C[C@@H](Oc3ccccc3)C[C@H]2C(=O)N2CCOCC2)n1 | 3%
O=C(NCCc1ccccc1)c1ccc2c(c1)nc1n2CCOC1 | 12%
CC1CCN(C(=O)CCS(=O)(=O)c2cc3c(cc2Cl)NC(=O)CO3)CC1 | -9%
COCCNC(=O)c1cc(C2CC2)nc2onc(C3CCCNC3)c12 (stereo not given) | 17%
COCCn1ncc(N2CCCC(CC(=O)NCc3ccc(C)cc3)C2)cc1=O (stereo not given) | 20%
COc1ccc(-n2c(=O)c3c4c(sc3n(Cc3ccccc3Cl)c2=O)CCC4)c(OC)c1 | i
CCN1CCN(c2ncnc3c2cnn3-c2ccc(C)c(Cl)c2)CC1 | i
CN(CC1CCCO1)c1ccc(C(=O)N2CCC(N3CCOCC3)CC2)cn1 (stereo not given) | -8%
CCS(=O)(=O)NCCc1sc2nc(-c3ccc(OC)cc3)nn2c1C | i
O=C(NCc1ccccc1F)c1ccc(CSc2nc3cccnc3n2Cc2ccccc2)cc1 | -16%
CCN(C(=O)Cn1nc2n(c1=O)CCCCC2)c1ccccc1 | 308%[activator]
COc1ccc(-n2c(SCC(=O)NCc3ccccc3)nc3ccsc3c2=O)cc1 | 5%
Cc1ccc(NC(=O)CSc2nc(-c3ccco3)cc(C(F)(F)F)n2)c(C)c1 | ?
O=C(O)c1ccc(NS(=O)(=O)c2ccc(Cl)c(C(=O)Nc3ccccc3)c2)cc1 | 17%
CCOC(=O)Cn1c(=O)n(-c2cccc(Cl)c2)c2nc(-c3ccccc3Cl)nc(C(N)=O)c21 | 10µM*
CC[C@@]1(O)CCN(C(=O)c2sc(C)cc2OC)C[C@H]1O | -1%
O=C(Cc1ccccc1)Nc1cccc(-c2nc3cccnc3s2)c1 | 18%
Cc1ccc(C(=O)N2CCN(C(=O)c3nnn4c3COC(c3ccccc3)C4)CC2)c(C)c1 (stereo not given) | -1%
Cc1cccc(NC(=O)c2ccc3c(c2)N(C)C2CCCN2C3=O)c1C (stereo not given) | i
CCOc1ccc(-c2nnc(SCC(=O)NCCC(C)C)nc2-c2ccc(OCC)c(OC)c2)cc1OC | ?
CCCNC(=O)N1CCCCCC1CN1CCOCC1 (stereo not given) | ?
Cc1cccc(NC(=O)C(=O)NCC(c2cccnc2)N2CCc3ccccc32)c1C (stereo not given) | ?
Cn1c(=NC(=O)c2ccc(S(=O)(=O)N3CCCc4ccccc43)cc2)sc2cc(F)ccc21 | 6%
Cc1ccc(-c2ccc(CCC(=O)O)n2-c2ccc(C(C)C)cc2)cc1 | 29%
COc1ccc(-c2cc(C(F)(F)F)c(C#N)c(SCC(=O)Nc3ccccc3F)n2)cc1 | 36%[activator][5.79 µM]
COc1cccc(CCNC(=O)c2cnc3sc(N4CCOCC4)nn3c2=O)c1 | i
CCOC(=O)c1cc(-c2ccccc2)n(-c2cccc(C(=O)Nc3cccc(SC)c3)c2)c1C | ?
CCn1c(CN2CCOCC2)nc2cc(NC(=O)c3cc(OC)c(OC)c(OC)c3)ccc21 | -16%
CCCS(=O)(=O)N[C@H]1CO[C@H]2[C@@H]1OC[C@H]2OC(=O)Nc1ccc(OC)cc1 | 14%[44.1 µM]

Not a retest: an excerpt of the list.
smiles | Pf Dd2 growth
O=C(NCc1ccccc1F)c1ccc(CSc2nc3cccnc3n2Cc2ccccc2)cc1 | -16%
CCN(C(=O)Cn1nc2n(c1=O)CCCCC2)c1ccccc1 | 308%[activator]
COc1ccc(-n2c(SCC(=O)NCc3ccccc3)nc3ccsc3c2=O)cc1 | 5%
Cc1ccc(NC(=O)CSc2nc(-c3ccco3)cc(C(F)(F)F)n2)c(C)c1 | ?
O=C(O)c1ccc(NS(=O)(=O)c2ccc(Cl)c(C(=O)Nc3ccccc3)c2)cc1 | 17%
CCOC(=O)Cn1c(=O)n(-c2cccc(Cl)c2)c2nc(-c3ccccc3Cl)nc(C(N)=O)c21 | 10µM*

Next section.
smiles | Pf Dd2 growth
C=CCN(C(=O)CC1COc2ccc(C(=O)N(C)C)cc2N1C)C(C)C (stereo not given) | -7%
CCCN1C(=O)C(O)(CC(=O)c2ccc(CC)cc2)c2ccccc21 (stereo not given) | ?
COc1ccc(CNC(=O)N2CCCCC2c2noc(COCC3CC3)n2)cc1 (stereo not given) | -7%
CC(=O)N1C[C@@H](F)[C@@H](OCc2nc3ccc(C(F)(F)F)cc3[nH]2)C1 | 38%[activator][44.1 µM]
O=C(O)Cn1ccc2cc(OCCc3cccc(-c4cncnc4)c3)cnc21 | -12%[44.1 µM]
CCC[C@@H]1CN(CCC(=O)NCc2cccc(Cl)c2)C[C@H]1C(=O)O | -3%
COc1ccc(CCNC(=O)Cn2nc3n(c2=O)CCCCC3)cc1OC | 27%
Cn1c(-n2cccc2)c(-c2c(-c3ccccc3)[nH]c3c2c(=O)n(C)c(=O)n3C)c(=O)n(C)c1=O | -9%
CN(C)CCn1c2c(c(SCC(=O)Nc3ccc(F)cc3F)nc1=O)CCC2 | 23%
Cc1c(-c2nc(-c3ccccc3)no2)nnn1-c1ccc(F)c(Cl)c1 | 22%
COc1cccc(CNC(=O)C2CCN(c3nc4ccc(Cl)cc4[nH]3)CC2)c1 | 20%
CCc1ccccc1NC(=O)Cn1ncc2c(C)n(Cc3ccccc3F)c(C)c2c1=O | -7%
CCCC(=O)N(c1ccc2oc3c(c2c1)CCCC3)S(=O)(=O)c1cc(C)ccc1C | 18%
Cc1noc([C@@H]2CN(C(=O)CC3CCCC3)C[C@H]2CO)n1 | 15%
CCOC(=O)c1cc(-c2ccccc2)nn1Cc1ccccc1 | 10%
COCCNC(=O)[C@@H]1C[C@H](Oc2ccccc2)CN1C(=O)c1cc(C)n(C)n1 | -4%
CC(C)N1CC[C@@H]2[C@H]1C(=O)NC[C@H](CCC(=O)NCc1ccccc1)N2C | i
Cc1cccc(NC(=O)Cn2c(=O)n(Cc3ccccc3)c(=O)c3oc4ccccc4c32)c1C | ?
O=C(N1C[C@H]2CC[C@H]1C2)C1(Oc2ccc(Cl)cc2)CCNCC1 | -28%
CCOC(=O)N1CCC(NC)CC1 | 10%[44.1 µM]
O=C(C1CC1)N1CCC(N2C(=O)C(O)C23CCCCC3)CC1 (stereo not given) | ?
CCc1ccc(NC(=O)CSC2=Nc3ccccc3C3=NC(CCC(=O)NCCc4ccccc4)C(=O)N23)cc1 (stereo not given) | i
COc1cccc(N2CCN(S(=O)(=O)c3ccc4c(c3)CCCN4C(C)=O)CC2)c1 | -9%
CCc1cccc(C)c1NC(=O)C(CC)n1ncn2c(cc3cc(C)ccc32)c1=O (stereo not given) | i
CCc1ccc(S(=O)(=O)Nc2cc3c(cc2C)n(C)c(=O)c(=O)n3C)cc1 | 4%
Cc1ccc(-n2c(C3CCN(C(=O)c4c(F)cccc4Cl)CC3)n[nH]c2=O)cc1 | ?
Cc1nnc(CN2CCN(C)C3(CCC(=O)N(CC(=O)O)CC3)C2)o1 (stereo not given) | -8%
Cc1noc2c(Nc3ccc(C(N)=O)cc3)cc(-c3cccnc3)nc12 | -12%[44.1 µM]
Cn1nc(C2CCNC2)c2c(C(=O)NC3CC3)cc(C3CC3)nc21 (stereo not given) | 10%
COc1ccc(-c2cc([C@H]3CN4CC[C@H]3C[C@@H]4CNS(=O)(=O)c3cc(OC)ccc3OC)n(C)n2)cc1 | 13%
CCCc1nc(C(=O)N(C)CCCc2cnn(C)c2)cs1 | -5%
Cn1c(C(=O)N2CCc3c(n(Cc4cccnc4)n(-c4ccccc4)c3=O)C2)cc2ccccc21 | -25%
Cc1ccc(CNC[C@H]2O[C@H](Cc3cc(-c4ccc(F)cc4)on3)CC[C@@H]2O)cc1 | -3%[44.1 µM]
O=C1CC(c2ccccc2)N(Cc2ccncc2)CCCN(C(=O)Cc2cccnc2)CCN1 (stereo not given) | ?
CCc1ccccc1N(C)C(=O)c1ccc2c(=O)n3c(nc2c1)CCCCC3 | i
CC(C)OCCCNC(=O)C1c2ccccc2C(=O)N(Cc2ccccc2)C12CCCC2 (stereo not given) | -17%
Cc1ccc2c(c1)c(=O)c1ccccc1n2CCCC(=O)Nc1c(F)cccc1F | 64%[activator]
COC[C@@H]1CN(Cc2cccc(OC)c2)C[C@H]1C(=O)NC1CC1 | ?
COc1ccc(-c2cc([C@H]3CN4CC[C@H]3C[C@@H]4COC(=O)Nc3ccccc3)n(C)n2)cc1 | -80%
Cc1cnc(C2CCN(C(=O)c3ccc(Cl)cc3)CC2)[nH]1 | -20%
Cc1noc(C)c1[S+](=O)([O-])N1CCC12Cc1ccccc1NC2=O (stereo not given) | 6%
Cc1ccc2oc(-c3ccc(NC(=O)CCC(=O)O)cc3)nc2c1 | 14%
O=C(CCc1ccco1)N1CCC(C2CCN(Cc3cccc(F)c3F)CC2)C1 (stereo not given) | ?
CC1=C(c2ccc(C(C)C)cc2)S(=O)(=O)NC1=NCc1ccccc1C | i
CCC(C)NC(=O)C1COC2(CCC(C)CC2)N1C(=O)c1cccc(C)c1 (stereo not given) | -20%
Nc1nc(CCC(=O)N[C@@H]2[C@@H](Cc3ccccc3)[C@H]3OCC[C@@H]23)cs1 | -10%
O=C(NCc1ccccc1)C1CCC(=O)N1C1CCN(C(=O)Cc2ccccc2F)CC1 (stereo not given) | 11%
C[C@@H]1C(=O)O[C@H]2[C@H]1CC[C@@]1(C)Cc3sc(Nc4ccccc4)nc3[C@@H](C)[C@H]21 | ?
Cc1ccccc1Nc1nn2c(=O)c3ccc(C(=O)NCCc4ccc(Cl)cc4)cc3nc2s1 | 3.2µM*
CCc1ccc(-c2cc3c(N4CCN(c5ccccc5)CC4)nccn3n2)cc1 | i
CCOc1ccc(C2C(C(=O)Nc3ccccc3)=C(C)Nc3nc(SCc4cccc(OC)c4)nn32)cc1 (stereo not given) | 33%[activator]
Cc1ccc(C)c(Cn2c(=O)n(CCc3ccccc3)c(=O)c3c(C)c(C)sc32)c1 | 24%
O=C(c1ccc(Br)o1)N1CC2CC(C1)[C@H]1CCCC(=O)N1C2 (stereo not given in full) | 10%
COc1ccc(-c2cnc(C)o2)cc1S(=O)(=O)Nc1cccc(C(F)(F)F)c1 | i
COc1ccc(-c2nc(CSc3nnc(C)n4c3cc3sccc34)c(C)o2)cc1 | 28%
Cc1cc(C)cc(Nc2nc3ccccc3nc2-n2nc(C)cc2C)c1 | i
COc1ccc(C(=O)NC2CCCN(c3cc(-c4ccccc4)[nH]n3)C2)cc1 (stereo not given) | -23%
O=C(NCc1ccc(F)cc1)C1CC(=O)N(c2n[nH]c3ccccc23)C1 (stereo not given) | 2%
O=C(COc1ccccc1)N1CCC(O)(c2csc(CN3CCc4ccccc4C3)n2)CC1 | -8%
COc1cccc(CNc2nccn(-c3ccc(OC)c(OC)c3)c2=O)c1 | i

New compounds follow.
smiles | Pf Dd2 growth
CC(C(=O)O)N1CC2(CCC1=O)CCN(C(=O)N1CCCC1)CC2 (stereo not given) | 3%
CO[C@H]1[C@H](NC(=O)c2sccc2Cl)c2ccccc2C12CCNCC2 | ?
CCC(CC)C(=O)N1CCc2cc(OC)c(OC)cc2C1COc1ccc2c(C)cc(=O)oc2c1 (stereo not given) | ?
C=C[C@H]1CN2CC[C@H]1C[C@@H]2CNS(=O)(=O)c1cccc(F)c1 | i
O=C1COc2ccc(NCCOc3ccccc3)nc2CN1Cc1ccccc1F | ?
CCC(C(=O)NCc1nnc2ccc(-c3ccccc3)nn12)c1ccccc1 (stereo not given) | i
CC1(C(=O)Nc2cccc(F)c2)CCCCC(=O)N1 (stereo not given) | i
O=C(c1ccsc1)N1CCn2c(nnc2[C@@H]2C[C@@H](O)CN2Cc2ccccc2)C1 | -1%
Cc1cccn2c(=O)cc(COc3cccc(NC(=O)c4cccc(Cl)c4)c3)nc12 | i
CCn1nccc1C(=O)N1CCc2nnc([C@@H]3C[C@@H](O)CN3C(C)C)n2CC1 | 19%
Cc1cc(C(=O)N2CC(Oc3cccc(-c4nc(-c5ccccc5)no4)c3)C2)n[nH]1 | ?
COc1ccc2[nH]c3c(c2c1)CCNC31CCN(C(=O)C(C)(C)C)CC1 | ?
CCCN1CCC2(CCN(C(=O)COC)CC2)Oc2ccccc21 | -18%[44.1 µM]
COC[C@@H]1CN(S(=O)(=O)c2ccc(F)cc2)C[C@H]1c1nc(C)no1 | 3%
